Screening results deposited in PubChem BioAssay by National Center for Advancing Translational Sciences (NCATS).
IL2 activator: qHTS of IL-2 Activators; IL-2 activation reporter assay, cell-based qHTS; stimulated with anti-CD3/CD4/CD28 beads; in transgenic mouse T cells; activation, % (series mostly up to about 46 µM); AID 652025, 2013; hit rate 0.065% among 360,000; in the data active = activation above about 50%; inconclusive = mostly about 30% to 49%; also: 0% is about no effect
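First, unstimulated transgenic mouse T cells were exposed to compound for 60 min. Next, anti-CD3/anti-CD4-coated beads with anti-CD28 were added. Finally, after 18 h at 37 degrees C, EGFP and DsRed were imaged.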
A549 viability: Nrf2 qHTS screen for inhibitors: counterscreen for cytotoxicity. A549 ARE-Fluc cells, CellTiter-Fluor viability, 18-24 h. hit rate 0.16% among 390,000. Potency, µM (doses to about 46 µM), for inactives: at the top dose activity change, negative = cytotoxicity, most hits filed as inhibitors. AID 504648, 2011; also: potency is read from the fitted curve at half-maximal effect; % is scaled to controls: 0 for no effect and ±100 for the full control effect
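Cytotoxicity counterscreen: CellTiter-Fluor fluorescence was measured in A549 ARE_Fluc cells after 18-24 h of compound exposure in a concentration series. The subsequent BugLite luminescent read reports ARE-luciferase activity.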
Nrf2 inh: Nrf2 qHTS screen for inhibitors; A549 ARE-Fluc reporter, luciferase luminescence, 18-24 h; Potency, µM (titrated, usually from 46 µM), without a hit: at the highest dose activity change, negative = inhibition, hits mostly inhibitors; hit rate 2.1% among 360,000; AID 504444, 2011; also: potency is read from the fitted curve at half-maximal effect; % is scaled to controls: 0 for no effect and ±100 for the full control effect; nearly all actives have a fitted effect of over 60% in size
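A549 ARE_Fluc cells (5000/well, 5% FBS OPTI-MEM) pre-incubated 2 h, then treated with compounds 18-24 h at 37C/5% CO2 in concentration-response. CellTiter-Fluor viability read first; BugLite luciferase luminescence after 15 min at room temperature gives Nrf2 activity.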
S2 tox: Viability Counterscreen for Primary qHTS for Inhibitors of ATXN expression | S2 cells (HEK-293 line with an ATXN2-luciferase reporter) viability, CellTiter-Fluor protease fluorescence, 24 h | Potency, µM (doses to about 56.7 µM), actives largely listed as cytotoxic | hit rate 0.49% among 400,000 | AID 651635, 2014; also: potency is read from the fitted curve at half-maximal effect; nearly all actives have a fitted effect of over 40% in size
ATXN2 expr inh: Primary qHTS for Inhibitors of ATXN expression | AID 1745845, 2022 | HEK-293 ATXN2-luciferase reporter, luminescence, 24 h | hit rate 0.72% among 360,000 | Potency, µM (doses to about 57 µM), for the others: at the highest dose activity change, negative = inhibition, actives largely listed as inhibitors; also: potency is read from the fitted curve at half-maximal effect; % is scaled to controls: 0 for no effect and ±100 for the full control effect; nearly all actives have a fitted effect of over 55% in size
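ATXN2-luciferase reporter cells (luciferase flanked by upstream and downstream ATXN2 gene portions) were treated 24 h at 37 °C with compounds at up to 57 uM. SteadyGlo luminescence gave expression; GF-AFC fluorescence gave viability.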
EPAC2 ag: qHTS for Agonist of cAMP-regulated guanine nucleotide exchange factor 4 (EPAC2): primary screen. Rap guanine nucleotide exchange factor 4 (Homo sapiens), Q8WZA2. EPAC2 activation, biochemical qHTS; response scale: 100% = 6.5 mM cAMP response. Potency, µM (doses to about 154 µM), inactives show at the highest dose activation, hits mostly activators. hit rate 0.079% among 360,000; also: potency is read from the fitted curve at half-maximal effect; nearly all actives have a fitted effect of over 50% in size
Target sequence (Q8WZA2 whole entry, looked up): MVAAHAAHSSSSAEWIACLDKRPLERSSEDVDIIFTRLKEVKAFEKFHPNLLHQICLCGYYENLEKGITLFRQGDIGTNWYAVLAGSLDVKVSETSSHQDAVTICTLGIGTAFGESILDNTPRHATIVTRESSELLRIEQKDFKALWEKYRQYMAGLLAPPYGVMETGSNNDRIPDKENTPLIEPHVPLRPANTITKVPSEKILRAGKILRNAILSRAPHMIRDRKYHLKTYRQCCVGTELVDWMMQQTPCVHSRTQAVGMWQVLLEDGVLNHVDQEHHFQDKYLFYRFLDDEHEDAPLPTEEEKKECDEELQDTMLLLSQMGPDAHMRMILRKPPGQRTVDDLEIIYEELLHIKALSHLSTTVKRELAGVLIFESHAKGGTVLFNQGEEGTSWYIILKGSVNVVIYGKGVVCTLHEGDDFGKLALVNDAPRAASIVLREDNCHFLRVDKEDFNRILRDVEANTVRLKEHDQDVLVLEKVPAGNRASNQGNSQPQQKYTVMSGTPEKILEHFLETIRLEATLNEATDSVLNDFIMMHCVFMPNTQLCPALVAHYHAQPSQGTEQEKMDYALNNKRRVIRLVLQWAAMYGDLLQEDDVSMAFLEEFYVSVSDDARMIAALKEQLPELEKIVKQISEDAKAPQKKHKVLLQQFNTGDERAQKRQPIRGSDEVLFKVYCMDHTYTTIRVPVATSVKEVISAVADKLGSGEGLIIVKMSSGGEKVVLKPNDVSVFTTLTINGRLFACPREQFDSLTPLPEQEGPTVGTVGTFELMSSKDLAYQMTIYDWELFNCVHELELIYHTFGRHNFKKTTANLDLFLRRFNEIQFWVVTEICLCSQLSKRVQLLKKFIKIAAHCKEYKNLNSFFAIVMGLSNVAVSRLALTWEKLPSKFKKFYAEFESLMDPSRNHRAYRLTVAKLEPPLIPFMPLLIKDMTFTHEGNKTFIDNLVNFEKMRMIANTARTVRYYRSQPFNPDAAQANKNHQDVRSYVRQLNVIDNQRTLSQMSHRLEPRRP
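Readout is BODIPY fluorescence (480 nm excitation, 540 nm emission), which falls as labeled GDP is exchanged off Rap1B. EPAC2 at 100 nM acted on 250 nM RAP1B-BODIPY-GDP with 50 uM GDP present.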
HepG2 tox: qHTS for Inhibitors of TGF-b: Cytotox Counterscreen; HepG2 CAGA-GFP viability, ATP luminescence, 18 h; Potency, µM (highest dose often 46.1 µM), inactives show at the highest dose activity change, negative = cytotoxicity, hits mostly cytotoxic; hit rate 0.76% among 410,000; also: potency is read from the fitted curve at half-maximal effect; some results filed as inactive show a strong effect at the top dose
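HepG2 CAGA-GFP cells (1000/well, DMEM with 1% FBS) received compound, then TGF-beta at 500 pg/mL final, and were incubated 18 hours at 37 degrees C. Viability was read by CellTiter-Glo luminescence. Media-only wells were set as complete cell-killing and DMSO as no toxicity.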
Nrf2 ARE act: qHTS of Nrf2 Activators; hit rate 0.31% among 410,000; AID 624171, 2012; AREc32 ARE-luciferase reporter (MCF7-derived line), luminescence, 24 h; Potency, µM (top dose mostly 46.1 µM), without a hit: at the highest dose activation, actives largely listed as activators; also: potency is read from the fitted curve at half-maximal effect; % of control where 0% means no effect; nearly all actives have a fitted effect of over 65% in size
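Luminescent ARE reporter assay in AREc32_Fluc cells: overnight plating at 37 deg C, 24 hr compound incubation, Steady-Glo added, 30 min RT before reading.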
TGFb SMAD3 inh: qHTS for Inhibitors of TGF-b. HepG2 CAGA-GFP TGF-b/SMAD3 reporter, GFP fluorescence, 18 h; TGF-beta stimulated, 500 pg/mL final. Potency, µM (highest dose often 46.1 µM), without a hit: top-dose activity, negative = inhibition, usual class: inhibitors. hit rate 1.2% among 410,000. AID 588855, 2011; also: potency is read from the fitted curve at half-maximal effect; % is scaled to controls: 0 for no effect and ±100 for the full control effect; nearly all actives have a fitted effect of over 65% in size
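GFP signal (ex488/em500-530) from TGF-beta-stimulated HEPG2 CAGA-GFP cells, 500 pg/mL final, 18 h at 37 degrees C in DMEM plus 1% FBS, normalized to unstimulated and DMSO-stimulated controls.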
Starred values were filed as active, the others as inactive; [ ] = remark or other dose. Unless noted, calls follow the shape of the dose curve; as a rule, active = well fitted curve in the direction sought with a large enough effect; inconclusive = small, poorly fitted or top-dose-only effect, or another doubt; inactive = no such curve, though single readings can be large; an effect the other way counts as inactive or inconclusive.

CCCCn1c(N)c(N(C)C(=O)c2cn(-c3ccccc3)nc2-c2ccccc2)c(=O)[nH]c1=O was read as IL2 activator 0.8, A549 viability 2%, Nrf2 inh 16%, S2 tox inactive, ATXN2 expr inh -7%, EPAC2 ag 6%, HepG2 tox 1%, Nrf2 ARE act -0.9% and TGFb SMAD3 inh 17%.
`O=C(Cn1nc(-c2ccco2)ccc1=O)Nc1cc(C(F)(F)F)ccc1Cl` gave IL2 activator -0.8, A549 viability 0%, Nrf2 inh 0%, S2 tox inactive, ATXN2 expr inh -10%, EPAC2 ag -6%, HepG2 tox -19%, Nrf2 ARE act 0.8% and TGFb SMAD3 inh 3%.
`CC(C)(C)c1ccc(OCCNCc2ccccc2)cc1` gave IL2 activator -0.7, A549 viability 8%, Nrf2 inh 2%, S2 tox inactive, ATXN2 expr inh -4%, EPAC2 ag 8%, HepG2 tox -43%, Nrf2 ARE act 5.2% and TGFb SMAD3 inh -3%.
CC(=O)N(c1nc(/C=C\C(=O)O)cs1)c1ccccc1F was read as IL2 activator 1.8, A549 viability 2%, Nrf2 inh 1%, S2 tox inactive, ATXN2 expr inh -25%, EPAC2 ag 18%, HepG2 tox 4%, Nrf2 ARE act 1.6% and TGFb SMAD3 inh -6%.
`Cc1ccccc1N(C(=O)CCC(=O)Nc1ccccn1)C(C(=O)NC(C)C)c1ccc(F)cc1` (configuration not stated) gave IL2 activator -0.5, A549 viability 0%, Nrf2 inh -11%, S2 tox inactive, ATXN2 expr inh -13%, EPAC2 ag -8%, HepG2 tox 34%, Nrf2 ARE act -0.3% and TGFb SMAD3 inh 28%.
Screening CCN1c2ccccc2-c2nc3ccccc3n2C1c1cccnc1 (configuration not stated) returned IL2 activator -1.6, A549 viability -5%, Nrf2 inh -33%, S2 tox inactive, ATXN2 expr inh 0%, EPAC2 ag 7%, HepG2 tox -18%, Nrf2 ARE act 3.2% and TGFb SMAD3 inh -17%.
`O=C(CCN=C1NS(=O)(=O)c2ccccc21)OCC(=O)c1ccc(F)cc1` gave IL2 activator 0.8, A549 viability -1%, Nrf2 inh 11%, S2 tox inactive, ATXN2 expr inh 23%, EPAC2 ag -5%, HepG2 tox -2%, Nrf2 ARE act -0.4% and TGFb SMAD3 inh -17%.
For C[C@@H]1CN([C@@H](C)CO)C(=O)CCCn2cc(nn2)CO[C@H]1CN(C)C(=O)Oc1ccccc1 the results were IL2 activator 1.0, S2 tox inactive, ATXN2 expr inh 10%, EPAC2 ag 0%, HepG2 tox -2%, Nrf2 ARE act 0.0% and TGFb SMAD3 inh 2%.
For CCc1ccc(CCC(=O)Nc2ccc(C)cc2C)o1 the results were IL2 activator -2.8, A549 viability 11%, S2 tox inactive, ATXN2 expr inh 8%, EPAC2 ag 2%, HepG2 tox 1%, Nrf2 ARE act 3.3% and TGFb SMAD3 inh 14%.
`CC(=O)c1c(C)[nH]c(C(=O)CSc2nnc(N)s2)c1C` gave IL2 activator -0.6, A549 viability -1%, Nrf2 inh 2%, S2 tox inactive, ATXN2 expr inh 43%[activator], EPAC2 ag 4%, HepG2 tox -8%, Nrf2 ARE act 5.5% and TGFb SMAD3 inh -10%.

The closing 3 compounds of the section before come first, to join the parts:
For C[C@@H]1CN([C@@H](C)CO)C(=O)CCCn2cc(nn2)CO[C@H]1CN(C)C(=O)Oc1ccccc1 the results were IL2 activator 1.0, S2 tox inactive, ATXN2 expr inh 10%, EPAC2 ag 0%, HepG2 tox -2%, Nrf2 ARE act 0.0% and TGFb SMAD3 inh 2%.
For CCc1ccc(CCC(=O)Nc2ccc(C)cc2C)o1 the results were IL2 activator -2.8, A549 viability 11%, S2 tox inactive, ATXN2 expr inh 8%, EPAC2 ag 2%, HepG2 tox 1%, Nrf2 ARE act 3.3% and TGFb SMAD3 inh 14%.
`CC(=O)c1c(C)[nH]c(C(=O)CSc2nnc(N)s2)c1C` gave IL2 activator -0.6, A549 viability -1%, Nrf2 inh 2%, S2 tox inactive, ATXN2 expr inh 43%[activator], EPAC2 ag 4%, HepG2 tox -8%, Nrf2 ARE act 5.5% and TGFb SMAD3 inh -10%.
For COc1ccc2cc(CNCCOCCOCCNCc3ccc4cc(OC)ccc4c3)ccc2c1 the results were IL2 activator -6.9, A549 viability -11%, Nrf2 inh 2%, ATXN2 expr inh inconclusive, EPAC2 ag 3%, HepG2 tox 4µM*, Nrf2 ARE act -2.6% and TGFb SMAD3 inh 3.2µM*.
Screening O=C(O)[C@H](Cc1ccccc1)NC(=O)N1CCN(c2cccc(C(F)(F)F)c2)CC1 returned IL2 activator 0.6, A549 viability -1%, Nrf2 inh -9%, S2 tox inactive, EPAC2 ag -4%, HepG2 tox 4%, Nrf2 ARE act -0.9% and TGFb SMAD3 inh 26%.
For CC1CCCCC12NC(=O)N(CC(=O)c1ccc(Cl)s1)C2=O (configuration not stated) the results were IL2 activator -0.5, A549 viability -1%, Nrf2 inh 9%, S2 tox inactive, ATXN2 expr inh 3%, EPAC2 ag 0%, HepG2 tox 1%, Nrf2 ARE act 0.3% and TGFb SMAD3 inh 0%.
Screening CCN(CC)c1ccc(C=O)c(OC)c1 returned IL2 activator -0.8, A549 viability 1%, Nrf2 inh -22%, S2 tox inactive, ATXN2 expr inh -11%[11.3 µM], EPAC2 ag 14%, HepG2 tox 6%, Nrf2 ARE act 0.4% and TGFb SMAD3 inh 11%.
For COc1ccc(C(=O)C(OC(=O)c2ccccc2Cl)c2ccccc2)cc1 (configuration not stated) the results were IL2 activator -4.7, A549 viability -1%, Nrf2 inh inconclusive, S2 tox inactive, ATXN2 expr inh 30%, EPAC2 ag 4%, HepG2 tox 25%, Nrf2 ARE act 2.8% and TGFb SMAD3 inh -14%.
`[O-]/C(=C(\C(=S)NCc1ccco1)[n+]1ccccc1)c1ccccc1Br` gave IL2 activator 1.9, A549 viability 1%, S2 tox inactive, ATXN2 expr inh -3%, EPAC2 ag 7%, HepG2 tox 8%, Nrf2 ARE act 1.8% and TGFb SMAD3 inh 15%.
Cc1cc(C)c(OCC(=O)N(C)CC(=O)Nc2ccc(N3CCOCC3)cc2)c(C)c1 was read as IL2 activator 0.0, A549 viability -1%, Nrf2 inh 10%, S2 tox inactive, ATXN2 expr inh 23%, EPAC2 ag -3%, HepG2 tox -7%, Nrf2 ARE act 0.4% and TGFb SMAD3 inh 0%.
For CNc1ccc(/C=C/C(=O)c2ccc(C)cc2)cc1[N+](=O)[O-] the results were IL2 activator -0.7, A549 viability -25%, Nrf2 inh -16%, S2 tox inactive, ATXN2 expr inh -3%, EPAC2 ag 16%, HepG2 tox 4%, Nrf2 ARE act -0.7% and TGFb SMAD3 inh 8%.
`CCOc1cc(CNCCCN2CCOCC2)cc(Br)c1OCc1ccccc1Cl` gave IL2 activator -4.5, A549 viability -12%, Nrf2 inh -12%, S2 tox inconclusive, ATXN2 expr inh -22%[11.3 µM], EPAC2 ag 3%, HepG2 tox -93%, Nrf2 ARE act -2.4% and TGFb SMAD3 inh 14µM*.
N#Cc1cc(-c2cccc(Cl)c2)c[nH]c1=O was read as IL2 activator -0.3, A549 viability -12%, Nrf2 inh -28%, S2 tox inconclusive, ATXN2 expr inh -21%, EPAC2 ag 6%, HepG2 tox -2%, Nrf2 ARE act -0.1% and TGFb SMAD3 inh -15%.
`COc1cccc(NC(=O)C(C)N2C(=O)c3ccccc3C2=O)c1` (configuration not stated) gave IL2 activator 1.0, A549 viability -5%, Nrf2 inh 4%, S2 tox inactive, ATXN2 expr inh 9%, EPAC2 ag 2%, HepG2 tox 0%, Nrf2 ARE act -0.1% and TGFb SMAD3 inh -1%.
O=C(Nc1ncccc1O)c1ccc(Oc2ccccc2)cc1 was read as IL2 activator -1.6, A549 viability 3%, Nrf2 inh inconclusive, S2 tox inactive, ATXN2 expr inh 31%[activator], EPAC2 ag 7%, HepG2 tox -41%, Nrf2 ARE act 13% and TGFb SMAD3 inh -5%.
Screening CCOc1ccc(/C=N/OC(C)C(=O)NCc2ccc3c(c2)OCO3)cc1 (configuration not stated) returned IL2 activator -0.1, A549 viability -3%, Nrf2 inh inconclusive, S2 tox inactive, EPAC2 ag 18%, HepG2 tox -14%, Nrf2 ARE act 5.9% and TGFb SMAD3 inh -21%.
For CC1(C)CC(NC(=O)c2ccccc2F)CC(C)(C)N1 the results were IL2 activator 4.0, A549 viability 5%, Nrf2 inh 15%, S2 tox inactive, ATXN2 expr inh -8%, EPAC2 ag -7%, HepG2 tox 5%, Nrf2 ARE act -0.9% and TGFb SMAD3 inh 0%.
Screening O=C(O)C1=C[C@H](c2csc3ccccc23)C[C@H](OCc2ccc(CO)cc2)O1 returned IL2 activator 0.3, A549 viability -2%, Nrf2 inh -11%, S2 tox inactive, ATXN2 expr inh 1%, EPAC2 ag 4%, HepG2 tox 4%, Nrf2 ARE act -0.3% and TGFb SMAD3 inh -17%.
Screening CCN(CC)C(=O)CSC(Nc1cccc(F)c1)=C(C#N)C#N returned IL2 activator 2.5, A549 viability -3%, Nrf2 inh 4%, ATXN2 expr inh -5%, EPAC2 ag 3%, HepG2 tox -3%, Nrf2 ARE act 8.8% and TGFb SMAD3 inh 68%[activator].
